# CHX counter – Cycloheximide Counterscreen for Small Molecule Inhibitors of Shiga Toxin | cell reporter, cycloheximide protein synthesis inhibition counterscreen | hit rate 12% among 300,000 | AID 2314, 2010 | max response, %; in the data active = max response mostly above about 13%, no sharp cut-off; inactive = mostly below about 14%; also: read at 38.3 µM for the half of the compounds with a filed dose; 0% is about no effect
# TbPYK inhibitor – qHTS of Trypanosoma Brucei Inhibitors | AID 624173, 2012 | pyruvate kinase (Trypanosoma brucei), Q57TT1 | TbPYK enzyme, Kinase-Glo Plus ATP luminescence, 45 min | hit rate 0.12% among 410,000 | Potency, µM (highest dose often 76.8 µM), for the others: at the top dose activity, negative = inhibition, usual class: inhibitors; also: potency is read from the fitted curve at half-maximal effect; % is scaled to controls: 0 for no effect and ±100 for the full control effect; nearly all actives have a fitted effect of over 50% in size
#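 Readout: single end-point luminescence (Kinase-Glo Plus, 10 min). Reaction conditions were TbPYK/substrate plus 130 uM ADP, 45 min at RT, pH 7.2 TEA buffer. No-enzyme wells served as controls, and data were normalized before concentration-response fitting.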
# AmpC no deterg – qHTS Inhibitors of AmpC Beta-Lactamase (assay without detergent). Potency, µM (top dose mostly 57.1 µM), for the others: at the highest dose activity change, negative = inhibition, hits mostly inhibitors. AmpC nitrocefin hydrolysis, absorbance 480 nm, 0.0001% Triton. hit rate 0.52% among 330,000;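 also: potency is read from the fitted curve at half-maximal effect; plate controls were no compound for no effect and no enzyme for full effect; nearly all actives have a fitted effect of over 20% in size; some results filed as inactive show a strong effect at the top dose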
# Target sequence (P00811 whole entry, looked up): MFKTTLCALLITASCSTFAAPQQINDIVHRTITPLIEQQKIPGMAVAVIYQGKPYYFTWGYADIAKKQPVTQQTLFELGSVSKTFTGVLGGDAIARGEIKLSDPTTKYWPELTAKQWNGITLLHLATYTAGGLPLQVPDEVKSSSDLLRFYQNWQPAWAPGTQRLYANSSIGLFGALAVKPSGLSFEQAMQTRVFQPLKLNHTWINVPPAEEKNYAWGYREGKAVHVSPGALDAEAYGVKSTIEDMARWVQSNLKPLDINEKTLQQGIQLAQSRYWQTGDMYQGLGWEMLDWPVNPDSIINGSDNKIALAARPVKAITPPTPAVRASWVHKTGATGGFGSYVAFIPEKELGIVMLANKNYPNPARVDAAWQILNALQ
#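 AmpC (5.3 nM in the dispensed reagent) in 20 mM phosphate pH 7.0 with 0.01% (detergent screen) or 0.0001% Triton X-100 was preincubated with compounds for 15 min at room temperature. Nitrocefin was then added from an 800 uM solution, and hydrolysis was followed at 480 nm.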
# Shiga inhibitor – A qHTS for Small Molecule Inhibitors of Shiga Toxin | hit rate 9.2% among 290,000 | Vero cells, Shiga toxin protein synthesis inhibition reporter | inhibition, % at 38.7 µM | AID 2315, 2010; in the data active = inhibition mostly above about 28%, no sharp cut-off; inactive = mostly below about 43%; also: 0% is about no effect
# Pf growth 96h – Primary qHTS for delayed death inhibitors of the malarial parasite plastid, 96 hour incubation; hit rate 6.9% among 320,000; AID 504834, 2011; P. falciparum luciferase reporter growth, 96 h; Potency, µM (titrated, usually from 28.7 µM), without a hit: at the top dose activity change, negative = inhibition, usual class: inhibitors; also: potency is read from the fitted curve at half-maximal effect; % is scaled to controls: 0 for no effect and ±100 for the full control effect
#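 Delayed-death screen, second-generation endpoint: infected erythrocytes, 2% hematocrit, 0.05% parasitemia final; 96 hours at 37 C, 5% CO2; luciferase detection reagent; luminescence decrease equals reduced growth.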
# LmPK inhibitor – qHTS Assay for Inhibitors of Leishmania Mexicana Pyruvate Kinase (LmPK); purified LmPK, Kinase-Glo ATP luminescence, 1 h; Potency, µM (top dose mostly 57.5 µM), without a hit: top-dose activity change, negative = inhibition, hits mostly inhibitors; hit rate 0.37% among 290,000; AID 1721, 2009; also: potency is read from the fitted curve at half-maximal effect; % is scaled to controls: 0 for no effect and ±100 for the full control effect
# Target sequence (Q27686 whole entry, looked up): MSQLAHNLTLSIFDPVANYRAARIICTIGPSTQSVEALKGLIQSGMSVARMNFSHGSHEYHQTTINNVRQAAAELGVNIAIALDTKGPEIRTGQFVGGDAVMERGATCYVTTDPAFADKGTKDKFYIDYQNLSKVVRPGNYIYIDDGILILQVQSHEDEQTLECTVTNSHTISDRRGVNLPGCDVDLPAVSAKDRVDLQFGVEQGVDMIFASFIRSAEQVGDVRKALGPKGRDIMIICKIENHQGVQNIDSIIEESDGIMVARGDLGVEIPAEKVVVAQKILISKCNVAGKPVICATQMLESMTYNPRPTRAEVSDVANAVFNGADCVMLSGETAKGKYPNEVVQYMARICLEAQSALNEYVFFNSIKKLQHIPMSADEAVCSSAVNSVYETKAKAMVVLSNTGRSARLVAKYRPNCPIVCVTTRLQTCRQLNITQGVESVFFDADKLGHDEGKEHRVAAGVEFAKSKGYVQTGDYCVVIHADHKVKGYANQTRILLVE
#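 Pyruvate kinase activity monitored as ATP production (luciferase luminescence). Conditions: 0.1 nM enzyme, 0.5 mM PEP, 0.1 mM ADP, 1 h, RT; normalized against uninhibited and no-enzyme wells.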
# Pf growth 48h – Primary qHTS for delayed death inhibitors of the malarial parasite plastid, 48 hour incubation; Potency, µM (doses to about 28.7 µM), inactives show at the top dose activity change, negative = inhibition, most hits filed as inhibitors; hit rate 5.9% among 310,000; P. falciparum luciferase growth in erythrocytes, 48 h; AID 504832, 2011; also: potency is read from the fitted curve at half-maximal effect; % is scaled to controls: 0 for no effect and ±100 for the full control effect
#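 Luciferase-expressing P. falciparum in infected erythrocytes (2% hematocrit, 0.1% parasitemia final) in RPMI 1640/0.5% Albumax were exposed to compound for 48 hours at 37 C, 5% CO2; growth read as luminescence.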
# The depositor's hits bear a star; u = inconclusive; x = no result given; & = joins results of further samples; ! = not active in a repeat; [ ] = another dose, or the depositor's remark. Unless noted, calls follow the shape of the dose curve; as a rule, active = well fitted curve in the direction sought with a large enough effect; inconclusive = small, poorly fitted or top-dose-only effect, or another doubt; inactive = no such curve, though single readings can be large; an effect the other way counts as inactive or inconclusive. A portion of the library; the hit share may differ from the screen's.
SMILES,CHX counter,TbPYK inhibitor,AmpC no deterg,Shiga inhibitor,Pf growth 96h,LmPK inhibitor,Pf growth 48h
CC(=O)[C@@H]1CC[C@@H]2[C@@H]3C[C@H](C)C4=CC(=O)CC[C@@]4(C)[C@H]3[C@H](O)C[C@]21C,x,-4%[33.2 µM],x,x,u,x,u
CCOc1ccc(S(=O)(=O)N2CCCCCC2)c2ccccc12,-2,2%,2%,20,u,-1%,u
COC(=O)c1cccnc1,-5&5,-3%,x,21&-6,-2%,x,-18%
N/C(=N\N=C\c1ccc(Cl)cc1)N/N=C/c1ccc(Cl)cc1,x,-5%,x,x,0.85µM*,x,0.76µM*
CC[C@@H](C)C(N)C(=O)O (stereo not given in full),-3,0%,x,5,-11%,x,6%
COc1c(O)cc2c(c1O)C1OC(CO)C(O)C(O)C1OC2=O (stereo not given),x,4%,-8%,x,5%,x,8%
CC(=O)N1C[C@H](O)C[C@H]1C(=O)O,x,0%,-18%,x,87%[activator],x,-4%
CC1=C(c2ccc(NN=C(C#N)C#N)cc2)NNC(=O)C1,x,1%,x,x,-17%,x,1%
O=C(Cn1ccnc1[N+](=O)[O-])NCCO,x,-9%,x,x,-9%,x,4%
CC(C)Cn1cnc2c1c(=O)n(C)c(=O)n2C,-3,0%&1%,-2%,-12,u,-1%,u
NS(=O)(=O)c1cc2c(cc1C(F)(F)F)N[C@H](Cc1ccccc1)NS2(=O)=O,x,4%[33.2 µM],x,x,-8%[12.8 µM],x,-13%[12.8 µM]
CC1=NN(c2ccccc2)C(=O)C1,-3,4%&-15%,-35%,-13,u,0%,-18%&-18%
C=CCN1C(=O)C(CC(C)C)NC1=S (stereo not given),-1,-2%&2%,x,-6,0.54µM*!,x,-18%&-5%
C#C[C@]1(OC(C)=O)CC[C@H]2[C@@H]3CCC4=C/C(=N/O)CC[C@@H]4[C@H]3CC[C@@]21CC,x,-8%,x,x,0.95µM*,x,-11%
CC(=O)NCCCCCC(=O)O,x,-9%,x,x,5%,x,-4%
CN(C)C/C=C(/c1ccc(Br)cc1)c1cccnc1,x,10%&4%,x,x,15µM*,x,12µM*
CN1CCC(=C2c3ccccc3CCc3sccc32)CC1,-4,2%&0%,10%&3%,-17,-29%,1%,15µM*
CC1(C)OC2CC3C4CC(F)C5=CC(=O)C=CC5(C)C4(F)C(O)CC3(C)C2(C(=O)CO)O1 (stereo not given),5,-5%,-3%,16,5.9µM*,5%,u
N=C(N=C(N)N)N1CCOCC1,x,6%,-5%,x,37%[activator],x,-3%
CC(=O)O[C@]1(C(C)=O)CC[C@H]2[C@@H]3C=C(Cl)C4=CC(=O)[C@@H]5C[C@@H]5[C@]4(C)[C@H]3CC[C@@]21C,x,-2%&2%&5%,153%[activator],x,8.5µM*,x,11µM*

# Quoted at random: 2 compounds from above
SMILES,CHX counter,TbPYK inhibitor,AmpC no deterg,Shiga inhibitor,Pf growth 96h,LmPK inhibitor,Pf growth 48h
CC(=O)[C@@H]1CC[C@@H]2[C@@H]3C[C@H](C)C4=CC(=O)CC[C@@]4(C)[C@H]3[C@H](O)C[C@]21C,x,-4%[33.2 µM],x,x,u,x,u
CN1CCC(=C2c3ccccc3CCc3sccc32)CC1,-4,2%&0%,10%&3%,-17,-29%,1%,15µM*

# Carrying on.
SMILES,CHX counter,TbPYK inhibitor,AmpC no deterg,Shiga inhibitor,Pf growth 96h,LmPK inhibitor,Pf growth 48h
C=CC(C)(O)CC/C=C(\C)CCC=C(C)C (stereo not given),x,1%,x,x,3%,x,3%
CN(C)CCCN1c2ccccc2Sc2ccccc21,-3,-3%,30%,-14,u,9%,u
Cc1cc(C)nc(/N=C(\N)Nc2ccc(S(N)(=O)=O)cc2)n1,-1,1%,-20%,1,59%[activator],-4%,u
CCC(C)C(N)C(=O)O (stereo not given),x,-9%,x,x,-7%,x,-4%
Cc1ccccc1N=Nc1ccc(N=Nc2c(O)ccc3ccccc23)c(C)c1,x,2%,x,x,-12%,x,-9%
Cc1coc2c1C(=O)C(=O)c1c-2ccc2c1CCCC2(C)C,24*,2%,10µM*,39*,u,1%,u
CCCCCCCC/C=C\CCCCCCCCN,x,3%,x,x,-1%,x,-2%
OC1(c2ccc(Cl)c(C(F)(F)F)c2)CCN(CCCC(c2ccc(F)cc2)c2ccc(F)cc2)CC1,-16,-10%,x,-15,x,x,x
O=P(O)(O)O,x,2%,x,x,0%,x,1%
O=C1N(c2ccccc2)c2ccccc2C1(Cc1ccncc1)Cc1ccncc1,-7,-8%&-9%,-7%,-7,u,6%,u
COc1cccc(CCc2ccccc2OCC(CN(C)C)OC(=O)CCC(=O)O)c1 (stereo not given),x,-4%,x,x,3.4µM*,x,4.8µM*
COc1ccccc1OCC(O)COC(N)=O (stereo not given),-3,3%,-37%,-5,-11%,7%,-21%
CCCCCCCCO,x,-12%,-8%,x,u,x,39%
Cc1c(C(=O)O)c(O)cc2c1C(=O)c1c(O)c([C@H]3O[C@H](CO)[C@@H](O)[C@H](O)[C@H]3O)c(O)c(O)c1C2=O,-6,-28%,x,-12,u,x,-22%
CCC1C(=O)OCC1Cc1cncn1C (stereo not given),x,6%,x,x,4%,x,-8%
CCCn1ncc(CN2CCCC(C(=O)c3cccc(OC(C)C)c3)C2)c1C (stereo not given),-2,-1%,77%[activator],-11,12µM*,-1%,13µM*
O=S(=O)(O)c1ccc2nc(-c3ccccc3)[nH]c2c1,x,-29%,x,x,-14%,x,-7%
CC(C)(CO)[C@@H](O)C(=O)NCCC(=O)O,x,-3%&-5%,-23%,x,3%,x,-1%
Cc1nc2c3ccccc3nc(NNC(=O)CCC(=O)N3CCN(c4ccccc4)CC3)n2n1,-2,0%&-2%,31%,17,u,8%,-7%
O=C(O)COC(=O)Cc1ccccc1Nc1c(Cl)cccc1Cl,-3,1%,-20%,-4,u,-2%,u

# In another format: entries from further up.
CCC1C(=O)OCC1Cc1cncn1C (stereo not given)
  CHX counter: x | TbPYK inhibitor: 6% | AmpC no deterg: x | Shiga inhibitor: x | Pf growth 96h: 4% | LmPK inhibitor: x | Pf growth 48h: -8%

OC1(c2ccc(Cl)c(C(F)(F)F)c2)CCN(CCCC(c2ccc(F)cc2)c2ccc(F)cc2)CC1
  CHX counter: -16 | TbPYK inhibitor: -10% | AmpC no deterg: x | Shiga inhibitor: -15 | Pf growth 96h: x | LmPK inhibitor: x | Pf growth 48h: x

# The listing continues.
SMILES,CHX counter,TbPYK inhibitor,AmpC no deterg,Shiga inhibitor,Pf growth 96h,LmPK inhibitor,Pf growth 48h
CCCSS/C(CCO)=C(/C)N(C=O)Cc1cnc(C)nc1N,x,3%,x,x,u,x,u
CCC[C@H](N[C@@H](C)C(=O)N1[C@H](C(=O)O)C[C@@H]2CCCC[C@@H]21)C(=O)OCC,x,-3%,-16%,x,-5%,x,7%
Nc1nccs1,x,-7%,x,x,u,x,u
CCOC(=O)C1(CCOc2ccccc2)CCN(Cc2ccc(O)c(Cl)c2)CC1,-2,7%,-7%,12,u,7%,u
CC1(C)O[C@H]2CC(=O)OCC23[C@H]2CC[C@@]4(C)[C@H](c5ccoc5)OC(=O)[C@H]5O[C@]54[C@]2(C)C(=O)C[C@@H]13 (stereo not given in full),x,5%,-6%,x,8%,x,-2%
CCN(CC)CCOc1ccccc1C(=O)CCc1ccccc1,x,-4%,x,x,u,x,-15%
NC(=O)n1c(O)c(C(=O)c2cccs2)c2cc(Cl)ccc21,-5,-5%,x,-5,-11%,x,-7%
O=C1NCC2(CCN(CCc3ccccc3)CC2)O1,-6,-6%&-3%,-20%,-6,-16%&48%,-1%,0%&28%
COc1cc2nc(N3CCN(C(=O)C4COc5ccccc5O4)CC3)nc(N)c2cc1OC (stereo not given),-3,-9%,129%[activator],-13,3.7µM*,1%,4.7µM*
CC(C)=CC(=O)O[C@@H]1Cc2cc3ccc(=O)oc3cc2OC1(C)C,x,-2%,26%,x,1%,x,-2%
CC1CCC(C(C)C)C(OC(=O)c2ccccc2O)C1 (stereo not given),x,0%,x,x,u,x,4%
COc1nc(C)nc(Cl)c1NC1=NCCN1,x,-10%,-8%,x,9%[12.8 µM],x,-9%[12.8 µM]
NC(=O)NC(CCC(=O)O)C(=O)O (stereo not given),x,7%&0%,x,x,15%,x,-3%
NS(=O)(=O)c1cc2c(cc1C(F)(F)F)NC(Cc1ccccc1)NS2(=O)=O (stereo not given),-2,18%,-43%,-7,-5%,-15%,-17%
CCCOc1ccccc1-c1nc2n[nH]nc2c(=O)[nH]1,x,2%&1%,x,x,u,x,-21%
CN(C)CC/C=C1\c2ccccc2COc2ccc(CC(=O)O)cc21,x,10%,x,x,6%,x,1%
C[C@]12CC[C@H]3[C@@H](CCC4=CC(=O)CC[C@@]43C)[C@@H]1CC[C@@H]2C(=O)CO,1,1%,-7%,-11,9.3µM*,3%,12µM*
C[C@H](CCC(=O)O)[C@H]1CC[C@H]2[C@@H]3[C@@H](O)C[C@@H]4C[C@H](O)CC[C@]4(C)[C@H]3CC[C@]12C,1,5%,61%[activator],17,25%,2%,-23%
Nc1cc(-c2ccncc2)c[nH]c1=O,9,u,-16%,-2,2%&46%,9%,0%&-1%
CCOC(=O)c1cccc(N)c1,x,1%,x,x,-12%,x,-4%
CC[C@@H]1C(=O)OC[C@@H]1Cc1cncn1C,x,6%,-27%,x,15%,x,6%
O=C(O)CN1C(=O)c2cccc3cccc(c23)C1=O,x,5%,x,x,-11%,x,-3%
O=C(O)[C@@H]1[C@H]2C[C@H]3c4[nH]c5ccccc5c4CCN3C[C@@H]2CC[C@@H]1O,x,-4%,-19%,x,7.4µM*,x,u
COc1ccc(-c2cc(=O)c3c(O)cc(O[C@H]4OC(COC5OC(C)C(O)C(O)[C@H]5O)C(O)C(O)C4O)cc3o2)cc1O (stereo not given in full),x,-8%,x,x,u,x,-16%
Cc1onc(-c2ccccc2Cl)c1C(=O)N[C@@H]1C(=O)N2[C@@H]1SC(C)(C)[C@@H]2C(=O)O,x,-1%&0%,0.79µM*,x,15%,x,-6%
c1ccc2c(CC3=NCCN3)cccc2c1,0,2%&-7%,20%,6,11%,4%,21%
O=c1cc[nH]c(=O)[nH]1,x,3%&3%,-3%,x,28%&20%,x,9%&11%
CCCC(=O)O,x,-8%,x,x,-9%,x,-10%
C/C=C/C=N\NC(=O)c1ccncc1,-2,-1%,-10%,1,48%[activator],-2%,6%
CCCOC(=O)c1ccccc1,-4&-1,2%,x,-2&7,2%,x,-1%
Nc1ccc(C(=O)Nc2ccccc2N)cc1,6,-1%&3%,-18%,47,u,6%,0%&-10%
CCNC(=O)/C=C/c1cccc(Br)c1,x,3%,x,x,13%,x,16%
CC(=O)[C@H]1CC[C@H]2[C@@H]3C[C@H](C)C4=CC(=O)CC[C@]4(C)[C@H]3[C@@H](O)C[C@]12C,-3,8%,86%[activator],-8,u,2%,u

# Source: PubChem (National Center for Advancing Translational Sciences (NCATS))
